Assay outcomes from PubChem BioAssay.
Mdm2 ligase inh: blocks human Mdm2 ubiquitin ligase activity. AID 1230. cell-based MDM2 ubiquitination luciferase reporter, 2 h; 0 = plate control, 100 = twice control, blank-subtracted. Q00987. 210,000 tested, 0.11% active. signal enhancement, % at 5 µM;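 active = signal enhancement of 30% or more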;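 note: luminescence tracks abundance of the self-degrading MDM2-luciferase fusion protein; higher signal means inhibition of MDM2 E3 ligase activity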
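Buffer or medium: Cells held in DMEM | Assay system: Stable mammalian line carrying autodegrading MDM2–luciferase fusion reporter | Quantity: 2000 cells/well | Times: 4 h settle plus 2 h compound, 37 °C | Doses: One concentration, 5 µM, with 0.2% DMSO | Technique: Luminescence with SteadyLite reagent, 15 min at room temperature | Benchmarks: Plate controls and plate blanks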
EBV gp42 block: EBV gp42 inhibition | Q1HVG2 | Fluorescence polarization binding assay, mP read-out | inhibition, % (tested at 21.74 µM) | 220,000 tested, 0.42% active | AID 1085; in the data active = inhibition above about 50%
CHOP inh: CHOP inhibition in unfolded protein response | CHO-K1 CHOP-promoter luciferase, tunicamycin-induced, 15-18 h | inhibition, % at 10 µM | 220,000 tested, 3.8% active | AID 2732;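 active = compounds that reduced the stress-induced luciferase reporter signal by more than about 70% of percent inhibition, limit read from the data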;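 note: 0% = tunicamycin plus vehicle and 100% = wells without tunicamycin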
PPC-1+TRAIL kill: compounds killing PPC-1 cancer cells with TRAIL present (potentiator screen, no TRAIL-free arm) | PPC-1 cells + TRAIL, ATPLite viability luminescence | cell killing (% activity), % at 4 µM | 220,000 tested, 0.41% active;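 active = cell killing above 50% in the first pass at 4 µM, then a duplicate retest at 5 µM averaging 50% or more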;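 note: plate controls were cells with TRAIL plus DMSO for no effect and medium-only wells lacking cells for full effect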
TRPML3 agonist: activates the human TRPML3 channel. HEK293 TRPML3-YFP, Fluo-8 calcium fluorescence; 100% = the carbachol control signal. activation, % at 3 µM. 220,000 tested, 0.29% active;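 active = activation above its plate's cutoff, the mean activation of the plate's test wells plus 3 SD, cut at about 12% in these data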;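 note: 0% = DMSO only wells and 100% = carbachol wells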
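system = HEK293 cells stably carrying human TRPML3-YFP | doses = one concentration, 3 µM nominal, 0.3% DMSO | timing = dye loading 1 h 37 °C then 30 min ambient, 125 s read | detection = Fluo-8 calcium dye fluorescence, ex 470-495, em 515-575 nm | benchmarks = high control carbachol 87 µM, low control DMSO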
TNF death inh: TNF-alpha cell death inhibition in Jurkat FADD-/- cells. Jurkat FADD-/- TNF necroptosis rescue, ATP luminescence, 24 h; 0 = TNF only, 100 = no-TNF cells. activation (protection from cell death), % at 10 µM. 220,000 tested, 0.068% active. AID 463075;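 active = activation, meaning protection from cell death, of at least 50% relative to plate controls; inactive = activation below 50%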;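 note: necroptosis triggered by 40 ng/mL TNF-alpha added together with compound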
Runt-SMMHC FRET: Runt domain-CBFb-SMMHC interaction inhibition | 220,000 tested, 0.74% active | Cerulean-Runt/Venus-CBFb-SMMHC FRET ratio 530/480, 1 h | Q01196+Q13951 | inhibition, % at 20 µM | AID 1434;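 active = mean inhibition across duplicate retests at 20 µM reaching about 50%, limit read from the data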;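 note: 0% = DMSO wells and 100% = wells with excess untagged CBFb-SMMHC; inhibitors lower the FRET ratio by blocking Runt binding to CBFb-SMMHC; some results filed as inactive read as strong as hits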
Target sequence (Q01196 whole entry, looked up, the tested form may be a part): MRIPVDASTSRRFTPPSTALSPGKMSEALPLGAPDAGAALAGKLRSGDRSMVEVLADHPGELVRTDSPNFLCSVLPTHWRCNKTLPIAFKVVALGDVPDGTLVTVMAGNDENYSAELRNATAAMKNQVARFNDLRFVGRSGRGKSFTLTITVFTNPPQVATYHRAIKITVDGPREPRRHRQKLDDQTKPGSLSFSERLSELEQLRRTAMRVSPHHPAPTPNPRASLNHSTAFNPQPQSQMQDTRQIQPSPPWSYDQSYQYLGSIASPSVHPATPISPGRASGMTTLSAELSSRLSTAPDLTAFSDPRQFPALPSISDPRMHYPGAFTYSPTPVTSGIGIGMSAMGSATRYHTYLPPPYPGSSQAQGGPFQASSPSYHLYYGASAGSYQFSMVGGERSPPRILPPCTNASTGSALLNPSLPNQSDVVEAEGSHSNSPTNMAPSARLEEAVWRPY
Target sequence (Q13951 whole entry, looked up, the tested form may be a part): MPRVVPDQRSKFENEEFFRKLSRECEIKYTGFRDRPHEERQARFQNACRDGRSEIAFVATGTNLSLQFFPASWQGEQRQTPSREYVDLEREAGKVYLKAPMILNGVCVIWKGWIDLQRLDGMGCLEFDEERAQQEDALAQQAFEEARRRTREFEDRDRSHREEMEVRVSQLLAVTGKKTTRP
TRPN1 ag: agonists of zebrafish TRPN1 channel; HEK293 zebrafish TRPN1-YFP, Fluo-8 calcium fluorescence; 100% = response to 87 µM carbachol; activation, % at 3 µM; 220,000 tested, 0.18% active; AID 1424;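 active = activation above its plate's cutoff, the mean activation of test wells on that plate plus 3 SD, cut at about 19% in these data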;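 note: 0% = DMSO alone and 100% = 87 µM carbachol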
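System: zebrafish TRPN1-YFP in HEK293 cells / Dosing: 3 µM single point / Timing: dye loading 1 h at 37 °C, then 30 min room temperature / Signal: Fluo-8 calcium fluorescence, excitation 470-495 nm, emission 515-575 nm / Read-out basis: percent activation from peak over basal fluorescence ratio, control-normalized / Control set: high carbachol 87 µM, low DMSO alone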
NCF1 inh: inhibitors of human p47phox binding | 220,000 tested, 0.53% active | P14598 | inhibition, % at 24.7 µM | AID 1274 | p47phox/p22phox peptide binding, fluorescence polarization, 2 h;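 active = inhibition above about 30%, limit read from the data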;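 note: 0% = p47phox with labelled peptide and 100% = labelled peptide alone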
Target sequence (P14598 whole entry, looked up): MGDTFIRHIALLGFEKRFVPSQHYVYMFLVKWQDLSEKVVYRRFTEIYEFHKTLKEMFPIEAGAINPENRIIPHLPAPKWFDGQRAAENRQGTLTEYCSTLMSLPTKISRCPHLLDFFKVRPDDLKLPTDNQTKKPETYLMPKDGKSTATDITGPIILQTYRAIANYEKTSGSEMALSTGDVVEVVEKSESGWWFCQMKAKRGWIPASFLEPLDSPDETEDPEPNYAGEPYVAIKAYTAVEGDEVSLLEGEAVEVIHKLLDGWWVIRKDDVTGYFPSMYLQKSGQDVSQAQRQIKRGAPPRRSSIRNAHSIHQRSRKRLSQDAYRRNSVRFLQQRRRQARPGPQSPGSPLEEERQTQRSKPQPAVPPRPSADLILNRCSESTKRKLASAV
Active calls of the source: *; . = no result given.

The opening five entries (preview)
SMILES	Mdm2 ligase inh	EBV gp42 block	CHOP inh	PPC-1+TRAIL kill	TRPML3 agonist	TNF death inh	Runt-SMMHC FRET	TRPN1 ag	NCF1 inh
CCCCNC(=S)N(C)/N=C/c1ccc(OCc2ccc(C(=O)OC)cc2)c(OC)c1	.	-6	15	16	1.1	1.9	3	0.1	-9
CCCc1cc(=O)[nH]c(SCC(=O)N2CCN(S(=O)(=O)c3ccc4ccccc4c3)CC2)n1	-16	-5	24	-2	0.5	1.2	-38	-0.3	-6
O=C(c1cc(C(=O)N2CCOCC2)c2nc3ccccc3n2c1)c1cc(Cl)cc(Cl)c1O	.	-11	17	9	-0.3	-2.1	-2	3.5	5
COc1ccc(NC2C=CS(=O)(=O)C2)cc1 (configuration not stated)	24	-7	10	40	1.0	0.4	-1	0.5	-9
CCOC(=O)C(=CNc1ccc(S(N)(=O)=O)cc1)C(=O)OCC	-2	-6	13	1	0.4	-1.9	-4	0.3	-15

The whole of this part, from the start:
SMILES	Mdm2 ligase inh	EBV gp42 block	CHOP inh	PPC-1+TRAIL kill	TRPML3 agonist	TNF death inh	Runt-SMMHC FRET	TRPN1 ag	NCF1 inh
CCCCNC(=S)N(C)/N=C/c1ccc(OCc2ccc(C(=O)OC)cc2)c(OC)c1	.	-6	15	16	1.1	1.9	3	0.1	-9
CCCc1cc(=O)[nH]c(SCC(=O)N2CCN(S(=O)(=O)c3ccc4ccccc4c3)CC2)n1	-16	-5	24	-2	0.5	1.2	-38	-0.3	-6
O=C(c1cc(C(=O)N2CCOCC2)c2nc3ccccc3n2c1)c1cc(Cl)cc(Cl)c1O	.	-11	17	9	-0.3	-2.1	-2	3.5	5
COc1ccc(NC2C=CS(=O)(=O)C2)cc1 (configuration not stated)	24	-7	10	40	1.0	0.4	-1	0.5	-9
CCOC(=O)C(=CNc1ccc(S(N)(=O)=O)cc1)C(=O)OCC	-2	-6	13	1	0.4	-1.9	-4	0.3	-15
CSc1cc(C)nc(NC(C)=O)n1	-17	-13	14	12	1.2	-1.1	2	-0.6	-9
O=C(Nc1cc(S(=O)(=O)Nc2ccc(Cl)cc2)ccc1O)c1ccc(S(=O)(=O)N2CCCCCC2)cc1	-88	-7	-1	12	0.2	0.9	-10	1.0	1
Cc1cccc(-c2nc(C#N)c(N3CCCCCC3)o2)c1	-16	-4	63	20	-1.1	-0.4	0	-2.4	-9
COc1ccc(-n2c3c(c(=O)[nH]c2=O)C(NS(=O)(=O)c2ccc(Cl)cc2)(C(F)(F)F)C(=O)N3)cc1 (configuration not stated)	-4	-14	-7	9	0.6	3.2	1	0.3	-3
O=C1COc2ccc(C(=O)COC(=O)C3CC(O)CN3S(=O)(=O)c3ccc(Cl)cc3)cc2N1 (configuration not stated)	-3	-21	4	13	1.1	-2.6	0	-0.1	-7
O=C(CCc1ccccc1)NCC1OCCc2ccccc21 (configuration not stated)	-9	-7	8	18	-0.1	0.6	-2	-0.6	1
CC(=O)Nc1nc2ccccc2n1CCOc1ccccc1	-17	7	4	42	1.8	-1.4	-5	0.4	-3
CCC1CCCCN1C(=O)Nc1cccc(NC(=O)N2CCCCC2CC)c1 (configuration not stated)	4	-9	18	11	0.4	-2.9	-5	-0.2	-8
C=CCn1c(=O)n(C(=O)OCC)c2cc(Br)ccc21	23	-15	16	-6	0.5	-0.7	-1	-1.1	-10
Clc1ccc2nc(SCc3nnc(-c4ccccc4)o3)[nH]c2c1	-3	-26	29	-11	-1.1	1.7	3	-1.6	-3
CCN(CC)CCNc1nc(-c2ccccc2)nnc1C(F)(F)F	4	-19	23	0	0.5	-1.0	-6	0.6	-4
CN(C)C1(CNC(=S)Nc2ccccc2C(F)(F)F)CCCCC1	-22	-9	-6	-28	0.6	1.2	-2	-0.2	-11
COc1ccc(C/C(C)=N\NC(=O)c2cn(C)c3ccccc23)cc1OC	-1	9	4	-3	-0.9	-2.8	0	-2.0	-2
O=C(Nc1cccc(F)c1)C1CCN(C(=O)c2ccc(Cl)cc2)CC1	-7	21	16	6	0.6	1.3	9	0.9	6
Cc1ccc(-n2nc3c(c2NC(=O)CCC2CCCCC2)CS(=O)C3)cc1 (configuration not stated)	-18	-10	16	10	0.1	-0.6	2	-0.2	-7
Cc1c(NC(=O)c2ccc(S(=O)(=O)N(C)c3ccccc3)cc2)c(=O)n(-c2ccccc2)n1C	-18	-7	21	2	0.4	0.9	-1	1.4	1
Cc1ccc(C(=O)Nc2cccc(Oc3ccccc3)c2)o1	2	-8	54	3	0.0	-0.8	0	-0.1	-71
COC(=O)Nc1ccc(S(=O)(=O)N2CCN(c3ccc(F)cc3)CC2)cc1	11	-7	52	-7	0.9	0.6	-4	-0.5	-6
CCc1ccccc1N=C1SCC(=O)N1C	-13	-9	30	7	0.2	0.3	-1	-1.2	5
O=C(N/C(=C\c1cccnc1)C(=O)N1CCOCC1)c1ccco1	.	-1	-16	-16	-0.3	-0.4	-2	1.0	8
COc1ccc(N(C(=O)c2ccc(Br)o2)C2C=CS(=O)(=O)C2)c(OC)c1 (configuration not stated)	-5	10	-1	8	1.3	-1.4	-2	0.5	0
Cc1nn(-c2ccccc2)c(Cl)c1/C=C1\SC(=S)NC1=O	-14	-4	-20	-4	2.3	0.4	-15	1.5	-30
CC(C)COP(=O)(OCC(C)C)C(O)c1ccc2c(c1)OCO2 (configuration not stated)	-8	-13	-5	13	1.1	3.0	1	1.8	-17
CC(C)CCNC(=O)c1ccc2c(c1)N(Cc1ccccc1)C(=O)CS2=O (configuration not stated)	-8	-9	1	2	0.0	2.2	-2	0.3	-7
O=C(NCc1cccnc1)C1CC2c3ccccc3C1c1ccccc12 (configuration not stated)	-24	3	3	11	0.5	-9.9	-6	-0.5	-8
Cc1csc(NC(=O)CS(=O)(=O)c2ccccc2)n1	-6	-1	12	9	1.1	-0.5	-4	-0.8	-7
CCCC(c1nnnn1CCOC)N(Cc1cc2cc(C)c(C)cc2[nH]c1=O)CC1CCCO1 (configuration not stated)	-2	-32	13	-3	0.4	-0.9	-26	0.5	-3
CC1CCN(c2nncc3ccccc23)CC1	-14	-5	24	14	-0.4	-1.2	3	-1.1	0
O=C(O/N=C1/CCSc2ccccc21)c1ccc(F)cc1	-1	-5	5	0	-1.1	-1.8	2	-2.1	3
COc1ccccc1NS(=O)(=O)c1cc(NC(=O)c2cc3ccccc3oc2=O)ccc1C	-5	-8	-10	6	0.3	1.7	-5	0.1	-5
COc1ccc(C(=O)COC(=O)CNC(=O)c2cccc(OC(F)F)c2)cc1	-18	4	-2	22	-0.6	-0.6	-2	-0.6	3
Cc1nc2ccccc2c2c1C(=O)N(C1CCCCCCC1)C2=O	-48	-3	11	12	-0.4	-1.1	1	1.0	0
Cc1cccc(-c2nnc(SCCC(=O)N3CCOCC3)o2)c1	5	-10	27	14	0.8	1.3	-4	2.3	-2
Nc1cccc2c1C(=O)N(C(=O)c1cccc(S(=O)(=O)N3CCCCCC3)c1)C2=O	-20	-3	-7	5	0.1	-0.3	62*	-1.2	-16
CCOC(=O)c1c(NC(=O)CC2SC(N)=NC2=O)sc2c1CCC(C)C2 (configuration not stated)	-1	7	32	1	0.5	2.1	-11	1.1	-11
CCOC(=O)N1CCC(=NNc2nc(C)cc(=O)[nH]2)CC1	-6	-2	36	14	1.1	1.6	-2	0.6	-9
CN1CC=C2C(C#N)=C(N)C(C#N)(C#N)[C@H](c3ccoc3)[C@H]2C1	-12	62*	-26	1	0.9	2.1	59*	2.7	-5
CCCN1C2CCCC1CC(NC(=S)Nc1ccc(OC)cc1)C2 (configuration not stated)	-4	-5	14	6	1.1	-1.6	71*	0.6	-11
CC1=NNC(=O)C1Cc1ccc(F)cc1 (configuration not stated)	-7	-1	6	-4	1.1	1.4	0	0.0	-4
C=CCc1cc(Cl)ccc1OCCN(C)C	5	-2	-1	34	0.9	-1.2	-1	0.4	-7
O=C(O)c1ccc(N2C(=O)/C(=C\c3ccccc3)N=C2c2ccccc2)cc1	.	-6	-2	21	0.9	1.9	9	1.1	-6
COCCn1c(SCC(=O)Nc2cc(C)on2)nc2ccccc21	-8	-12	5	33	0.6	0.3	-1	-0.7	-8
COc1cc(C)ccc1OCCOCCN(C)Cc1ccccc1	-25	3	-26	3	0.8	4.8	3	-0.7	2
Cc1ccc(NC(=O)N2C(=O)C3(OCCO3)c3ccccc32)cc1	2	-16	35	9	1.0	0.6	5	1.0	-12
COc1ccc(C(=O)NC(=S)NCc2ccccc2)cc1OC	-8	-20	-15	28	-0.1	0.3	-7	-0.7	-9
CC(C)C(C)NC(=O)COc1ccc(-c2ccccc2)cc1 (configuration not stated)	6	-5	19	-5	-0.7	1.5	2	-0.8	-2
COc1ccc(CN2CCNC(=O)C2CC(=O)NCc2cnn(C)c2)cc1OC (configuration not stated)	-11	-10	5	-14	1.6	1.2	-5	-0.1	6
COc1ccccc1CNC(=O)C1CC(c2ccc([N+](=O)[O-])cc2)=NO1 (configuration not stated)	-12	-3	16	16	0.1	-0.9	-21	0.2	-11
COCCOC(=O)c1cc(C(=O)c2cc(F)ccc2O)coc1=N	-16	-5	38	15	1.2	-0.2	120*	-1.1	-18
O=C1c2ccccc2C(=O)N1CCSc1n[nH]c(=S)s1	-18	-31	3	-4	0.5	-1.3	-2	0.6	0
COc1ccc(Cn2nnnc2C(c2cc(OC)ccc2OC)N2CCC(C(N)=O)CC2)cc1 (configuration not stated)	-26	-24	21	6	0.2	-1.4	-1	-0.2	5
Clc1ccc(SCc2cc(-c3ccccc3)no2)cc1	-10	-4	60	-11	-0.2	-1.8	-1	-0.3	-4
CCOC(=O)C1=C(c2ccccc2)NC(SC)=C(C#N)C1c1cccnc1 (configuration not stated)	0	-16	-20	11	-0.5	4.3	0	-1.9	-10
CCCCNC(=O)C1=C(N)C(C(=O)Nc2ccc(C)c(S(=O)(=O)N3CCCCC3)c2)SC1=Nc1ccc(C)cc1C (configuration not stated)	-7	-10	8	33	-0.2	-3.3	3	0.4	-17
CC(=O)N(C)c1nc(-c2ccc(Cl)cc2)cs1	-5	-4	6	14	0.8	-0.8	0	0.6	-11
COC(=O)c1sc2ccccc2c1NC(=O)c1ccc(S(=O)(=O)N2CCC(C)CC2)cc1	-13	-17	36	10	0.4	-5.3	5	-0.1	-9
COc1ccccc1C(=O)NCCc1nc2ccccc2n1C	3	-11	-6	21	.	.	1	.	4
